HTR1E antagonist = 5-HT1E receptor antagonists, primary screen, cell-based, HTS; 5-hydroxytryptamine receptor 1E (Homo sapiens), P28566; CHO 5-HT1E Ga15 NFAT-bla reporter, FRET, antagonist; inhibition, % at 6 µM; hit rate 0.99% among 65,000;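 active = inhibition above a set limit, the mean inhibition across every tested compound plus 3 SD, cut at about 29% in these data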;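 note: signal is the 460 over 535 nm emission ratio of beta-lactamase substrate; 0% = agonist plus DMSO wells and 100% = wells without agonist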
Target sequence (P28566 whole entry, looked up): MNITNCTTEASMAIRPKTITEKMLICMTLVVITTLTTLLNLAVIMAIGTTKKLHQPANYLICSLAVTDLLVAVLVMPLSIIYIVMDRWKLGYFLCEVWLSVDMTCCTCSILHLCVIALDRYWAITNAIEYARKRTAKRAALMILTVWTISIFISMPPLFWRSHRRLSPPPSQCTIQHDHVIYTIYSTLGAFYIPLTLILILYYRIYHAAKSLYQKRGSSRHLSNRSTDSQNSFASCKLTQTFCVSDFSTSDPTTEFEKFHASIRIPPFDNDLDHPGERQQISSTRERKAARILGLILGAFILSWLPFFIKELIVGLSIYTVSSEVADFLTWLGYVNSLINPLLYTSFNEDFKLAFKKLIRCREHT
5HT1a ag = human 5-HT1a receptor agonists, primary screen, cell-based, CHO, Ga15 NFAT-bla reporter; 5-hydroxytryptamine receptor 1A (Homo sapiens), P08908; CHO 5-HT1a Ga15 NFAT-bla reporter, FRET ratio; 0% basal, 100% maximal reference agonist; activation, % at 10 µM; hit rate 0.56% among 65,000; AID 567, 2006;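 active = activation above the screen-wide mean activation plus 3 SD, cut at about 19% in these data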;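 note: 0% = DMSO wells and 100% = 5-CT at EC100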
5HT1E ag = 5-HT1E receptor agonists, primary screen, cell-based, HTS. activation, % at 6 µM. CHO 5-HT1E Ga15 NFAT-bla reporter, FRET; 0% DMSO wells, 100% control agonist wells. AID 574, 2007. hit rate 0.69% among 65,000. 5-hydroxytryptamine receptor 1E (Homo sapiens), P28566;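 active = activation above a set limit, the screen-wide mean activation plus 3 SD, cut at about 8.5% in these data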;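 note: 100% = positive control agonist at 1 µM giving full maximal response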
5-HT1A blocker = human 5-HT1a receptor antagonists, primary screen, cell-based, CHO, Ga15 NFAT-bla reporter; 5-hydroxytryptamine receptor 1A (Homo sapiens), P08908; AID 612, 2007; hit rate 0.68% among 62,000; CHO 5-HT1a Ga15 NFAT-bla reporter, antagonist mode; inhibition, % at 10 µM;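 active = inhibition above the mean of all tested compounds plus 3 SD, cut at about 43% in these data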;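 note: receptor stimulated by 5-CT agonist at 100 nM near EC80; beta-lactamase reporter measured by ratiometric fluorescence of a cleavable substrate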
Ecoli tolC = growth inhibitors of E. coli tolC mutant, primary screen, strain BW25113 ΔtolC::kan, 384-well. hit rate 2.2% among 65,000. growth inhibition, % at 10 µM (by protocol). OD615;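 active = growth inhibition at or above a cutoff equal to the mean over every tested compound plus 3 SD, cut at about 60% in these data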;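 note: growth measured after 20 h incubation at 37 °C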
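Signal: optical density read at 615 nm; Assay system: E. coli ΔtolC::kan strain BW25113; Times: 20 h incubation with compound, 37 °C; Dosing: 10 µM final, single dose.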
RORA act = activators of orphan receptor RORA, primary screen, cell-based, luminescence. Nuclear receptor ROR-alpha (Homo sapiens), P35398. CHO-K1 Gal4-RORA LBD luciferase reporter; percent increase over mock-subtracted basal signal. activation, % at 10 µM. hit rate 1.5% among 65,000;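 active = activation above the mean of all tested compounds plus 3 SD, cut at about 49% in these data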;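 note: 0% = DMSO-treated RORA cells and 100% = added signal equal to DMSO minus mock-transfected cells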
Target sequence (P35398 whole entry, looked up, the tested form may be a part): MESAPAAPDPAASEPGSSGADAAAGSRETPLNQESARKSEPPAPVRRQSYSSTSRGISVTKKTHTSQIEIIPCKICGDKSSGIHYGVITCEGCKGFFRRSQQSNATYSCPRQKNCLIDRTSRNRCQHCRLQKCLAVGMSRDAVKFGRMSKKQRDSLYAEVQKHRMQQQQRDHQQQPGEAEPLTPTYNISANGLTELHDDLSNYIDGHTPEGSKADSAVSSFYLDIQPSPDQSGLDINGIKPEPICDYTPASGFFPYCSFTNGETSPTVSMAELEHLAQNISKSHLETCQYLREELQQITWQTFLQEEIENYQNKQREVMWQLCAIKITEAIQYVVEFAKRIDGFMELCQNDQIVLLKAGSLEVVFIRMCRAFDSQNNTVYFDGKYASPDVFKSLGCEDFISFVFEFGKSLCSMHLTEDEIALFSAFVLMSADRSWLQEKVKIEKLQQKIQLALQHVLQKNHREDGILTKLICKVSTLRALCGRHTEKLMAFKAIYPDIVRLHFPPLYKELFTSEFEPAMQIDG
NADH enzymes = inhibitors of PK/LDH coupling enzymes, profiling panel, artefact control, biochemical, MLSMR library | coupled PK/LDH NADH assays, four targets | IC50, µM (top dose mostly 10 µM), without a hit: at the top dose inhibition | hit rate 0.02% among 65,000;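 active = single-dose screening hits from any of four coupled enzyme assays that gave an IC50 when retested across doses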;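 note: the DPM-DC format reads NADH fluorescence rather than 340 nm absorbance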
MMP13 inh = human MMP13 inhibitors, primary screen, biochemical, FRET peptide cleavage; AID 570, 2006; Collagenase 3 (Homo sapiens), P45452; MMP-13 fTHP FRET cleavage, Mca fluorescence; inhibition, % at 4 µM; hit rate 0.07% among 65,000;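 active = inhibition above the mean of compound-free control plate wells plus 3 SD, cut at about 14% in these data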;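 note: 0% = DMSO wells and 100% = wells with reference MMP-13 inhibitor after basal subtraction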
SF-1 act = activators of human SF-1, primary screen, cell-based, CHO-K1, Gal4-SF-1 LBD, luciferase luminescence; CHO-K1 Gal4-SF-1 LBD luciferase reporter; % increase over DMSO SF-1-specific signal; activation, % at 10 µM; hit rate 1.9% among 65,000; AID 522, 2006;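 active = activation above the mean activation of all tested compounds plus 3 SD, cut at about 50% in these data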
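Assay system: CHO-K1 cells co-transfected with Gal4 DBD–human SF-1 LBD, 5xGal4 luciferase reporter / Input: 4,000 cells per well / Incubation: 20 h compound exposure at 37 °C after 1 h cell settling / Detection: SteadyLite luciferase luminescence / Control set: DMSO negative control and −SF1 background wells / Replication: one test per compound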
The depositor's hits bear a star; · = not tested or not shown.

SMILES	HTR1E antagonist	5HT1a ag	5HT1E ag	5-HT1A blocker	Ecoli tolC	RORA act	NADH enzymes	MMP13 inh	SF-1 act
CC(C)(C)C(=O)NC1CCN(S(=O)(=O)c2ccccc2F)CC1	2	-3.3	-0.1	5	-18	-20	4%	-2	0
CCn1c(SCC(=O)OCc2ccccc2)nc2c1c(=O)n(C)c(=O)n2C	-1	-3.1	-0.9	4	-6	-8	4%	-5	-5
COc1ccccc1NC(=O)C(C)Sc1nnnn1C (centres undefined)	2	-3.0	-0.1	-4	-11	10	3%	4	-4
CCn1c(SCC(=O)OC2CCCCC2)nnc1-c1ccncc1	5	-1.3	-1.1	-5	-13	-8	5%	-6	4
CCCNc1ncnc2nc[nH]c12	0	-4.1	-0.1	2	-11	-19	7%	11	-3
CC(c1nnc(SCC(=O)NC(=O)NCc2ccco2)n1-c1ccc(Cl)cc1)N(C)C (centres undefined)	-10	0.1	-0.5	0	6	11	5%	4	3
COc1ccc(Cn2c(C3CC3)nc3ccc(NC(=O)c4ccco4)cc3c2=O)cc1	22	-1.7	-2.2	13	34	44	5%	-2	59*
O=C1C(=O)N(Cc2cccnc2)C(c2ccccn2)/C1=C(/O)c1ccc(Br)cc1 (centres undefined)	5	1.2	-0.8	·	7	-12	11%	3	-3
O=C(CCCNS(=O)(=O)c1cccc2nsnc12)NCc1ccc(F)cc1	4	-1.6	0.4	2	-18	-12	6%	6	15
O=C(c1cc(S(=O)(=O)N2CCOCC2)c(Cl)cc1Cl)N1CCCCC1	4	-0.6	0.6	0	-1	-2	9%	3	1
C#CCSc1nnc(-c2cccc3ccccc23)o1	3	-0.1	0.8	-2	97*	-3	3%	-7	-3
C=C(C)Cn1c(CCCNC(=O)CC)nc2ccccc21	14	0.3	-0.6	10	1	-4	4%	1	-13
Cc1cc(Cl)ccc1NC(=O)CSc1nnc(-c2ccncc2)n1Cc1ccco1	11	-4.1	-1.1	5	6	3	2%	-1	3
O=C(NC1CCCCC1)C1CC(=O)N(c2ccc(Cl)cc2)C1 (centres undefined)	19	0.0	-1.5	5	-12	1	13%	7	7
O=C1c2ccccc2CN1CCNS(=O)(=O)c1ccc(Cl)cc1	3	-4.0	0.3	-4	-4	-1	5%	3	-23
C=CCc1c(C)nc(SC)nc1Nc1ccc(C(=O)O)cc1	13	0.2	-0.5	-1	10	23	4%	4	-3
CCc1nnc(NC(=O)CCN2C(=O)c3ccccc3S2(=O)=O)s1	-3	0.8	-0.1	-1	-15	-7	6%	2	-6
Cc1nc2nc(C)c(CCC(=O)NCc3ccc4c(c3)OCO4)c(C)n2n1	-4	-3.5	-0.5	-10	-9	-8	5%	2	27
O=S(=O)(NCCOCC(F)(F)F)c1ccc2oc3ccccc3c2c1	11	-1.9	-0.4	-11	35	-13	2%	0	-9
O=C(CC1Sc2ccccc2NC1=O)OCC(=O)N1CCc2ccccc21 (centres undefined)	3	-0.5	-0.3	-5	-8	4	5%	2	10
Cc1ccc2c(c1)C(O)(CC(=O)c1cccnc1)C(=O)N2 (centres undefined)	-4	-2.4	0.2	2	-12	1	6%	-2	20
CNC(=O)Nc1cc(C(C)(C)C)no1	-6	-4.2	-0.3	2	-22	3	8%	-3	-6
CCOC(=O)C1=C(O)C(Nc2nccs2)(C(F)(F)F)N=C1C (centres undefined)	2	-2.0	-0.8	6	-15	5	5%	-1	6
O=C(CN1CCCCCC1=O)OCc1ncc(-c2ccccc2)o1	2	-2.0	-0.3	-5	4	-10	6%	-5	3
Cc1ccc(O)c(CC(C)C)n1	-11	0.3	-0.8	-17	-18	-12	3%	-10	-16
CCC(C)(C)NC(=O)C(c1ccncc1)N(Cc1cccs1)C(=O)Cn1nnc2ccccc21 (centres undefined)	1	0.9	-0.3	13	0	10	2%	2	7
Cc1nc(Nc2nc(=O)c3ccccc3n2C)nc2c(C)cccc12	-1	-1.8	-0.5	11	-9	0	5%	1	-12
CCOC(=O)N1CCC(N(CCCOC)C(=O)Nc2cccc(OC)c2)CC1	3	-4.2	-0.7	2	-5	0	0%	-9	6
CC(=O)Nc1ccc(C)cc1NC(C)=O	-8	-1.5	0.3	-4	-9	-14	4%	3	4
CSc1ccc(S(=O)(=O)N2CCCC2)cc1	-5	-4.3	0.2	-1	-2	-5	2%	0	-12
Cc1cccc(-c2cc3nc(C)cc(NCCCN(C)C)n3n2)c1	5	-1.4	0.0	13	-18	26	4%	-24	1
CC1(C)Cc2ccccc2C2CC(O)C(=O)N21 (centres undefined)	20	-1.5	-0.9	12	-19	12	4%	1	-5
CSc1nsc(SCC(=O)N2CCN(c3ccccc3)CC2)n1	1	-1.2	-0.6	4	14	-17	2%	1	-16
O=C(NC1=NCCS1)Nc1ccccc1	1	-2.9	0.3	3	1	44	5%	-1	86*
CN1CCc2c(sc3c2C(=O)NC(c2ccc4c(c2)OCO4)N3)C1 (centres undefined)	-6	0.0	0.3	-11	-24	16	11%	-8	-20
Cc1cc2n(n1)C(c1sccc1C)Nc1c(C)cccc1-2 (centres undefined)	-5	-0.7	-0.7	1	-19	-25	4%	2	-16

Ordered by count of non-hydrogen atoms (descending): three of the compounds above.
SMILES	HTR1E antagonist	5HT1a ag	5HT1E ag	5-HT1A blocker	Ecoli tolC	RORA act	NADH enzymes	MMP13 inh	SF-1 act
Cc1nc(Nc2nc(=O)c3ccccc3n2C)nc2c(C)cccc12	-1	-1.8	-0.5	11	-9	0	5%	1	-12
CSc1nsc(SCC(=O)N2CCN(c3ccccc3)CC2)n1	1	-1.2	-0.6	4	14	-17	2%	1	-16
Cc1ccc(O)c(CC(C)C)n1	-11	0.3	-0.8	-17	-18	-12	3%	-10	-16

(listing goes on)
SMILES	HTR1E antagonist	5HT1a ag	5HT1E ag	5-HT1A blocker	Ecoli tolC	RORA act	NADH enzymes	MMP13 inh	SF-1 act
COc1ccc(OC)c(NC(=O)C2C3CCC(C3=C(C)C)C2C(=O)O)c1 (centres undefined)	19	0.1	-2.5	20	-22	13	2%	0	-2
O=C(Nc1ccccc1C(=O)NCc1ccco1)NC1CCCCC1	0	-3.7	0.6	2	0	-7	4%	-2	19
COc1ccc(NC(=O)CSc2nnc(-c3cccs3)n2Cc2ccco2)cc1OC	-6	1.1	0.1	-3	17	5	7%	2	-6
Nc1nncn1C(=O)CCCN1C(=O)c2ccccc2C1=O	1	-0.6	0.3	1	96*	-21	4%	-1	-5
Cn1c(Cn2c(=O)sc3ccccc32)nnc1SCc1ccccn1	7	-0.7	-0.9	-2	-8	14	8%	1	-4
C=CCNC(=O)C1CCCN(S(C)(=O)=O)C1 (centres undefined)	5	-0.3	14*	3	-13	-8	9%	5	18
Cc1cccc(NC(=O)c2cnc3sccn3c2=O)n1	-4	-3.3	-0.3	-1	-14	16	8%	7	34
CC(C)CCn1c(SCc2ccc(Cl)cc2)nc2c1c(=O)[nH]c(=O)n2C	8	3.1	-0.2	4	-1	-17	12%	-7	-1
Cc1noc(C)c1C(=O)Nc1ccc(Cl)cc1C(F)(F)F	-5	-1.3	-1.0	5	-10	-4	3%	3	-5
Cc1cc(C(=O)COC(=O)c2n[nH]c3ccccc23)c(C)n1C	-4	1.7	-0.2	9	13	8	4%	5	11
Cn1c(=O)cc(OCCCC(=O)NCc2ccco2)c2ccccc21	-2	-4.2	0.5	-8	-2	5	6%	2	-2
CCOc1ccc2nc(NS(=O)(=O)c3ccc(NC(C)=O)cc3)sc2c1	-1	-2.4	-1.3	-14	-23	4	8%	0	-5
Cc1nn(-c2ccccc2)c(OC(=O)c2cccs2)c1S(=O)(=O)c1ccccc1	4	81*	-0.7	-6	-2	-24	4%	4	-14
Cc1ccc(CN(C)C(=O)c2ccccc2Oc2ccccc2)o1	-5	-1.2	-0.8	34	18	-5	5%	-13	-25
CC1CCc2nn(CC(=O)NCCC3=CCCCC3)cc2C1 (centres undefined)	-5	-3.7	0.7	-1	8	-1	4%	2	-5
Cc1cccc(N2CCN(C(=O)C3CCN(c4nnc(-n5cccc5)s4)CC3)CC2C)c1 (centres undefined)	-1	0.0	0.9	-3	23	-3	7%	-2	12
CC(=O)CCS(=O)(=O)c1ccc(C)c(C)c1	-1	0.6	-0.1	17	7	-9	4%	6	3
CN(Cc1ccco1)C(=O)Cn1c(=O)oc2cc(S(=O)(=O)NCc3ccccc3)ccc21	-2	1.0	0.0	-2	2	-8	2%	2	-28
FC(F)(F)c1nnc2ccc(NCn3nnc4ccccc43)nn12	12	-0.8	-1.3	-2	4	-22	3%	-1	-14
Cc1cc(C)n(C(=O)CN2C(=O)c3ccccc3C2=O)n1	10	-0.9	0.1	-19	-14	-11	7%	-13	10
Cc1ccc2c(c1)c1ncn(CCC3=CCCCC3)c(=O)c1n2C	-8	0.3	-0.5	2	11	16	1%	-24	-10
O=C(c1coc2ccccc2c1=O)N1CCN(c2cccc(C(F)(F)F)c2)CC1	-3	1.4	7.4	1	32	-18	4%	4	-11
COc1ccc(/C(O)=C2/C(=O)C(=O)N(CCN3CCOCC3)C2c2ccc(C)cc2)cc1 (centres undefined)	-1	-2.2	0.4	-1	-3	7	6%	-1	1
COc1ccc(C(=O)Cn2c(N3CCOCC3)nc3c2c(=O)n(C)c(=O)n3C)cc1	-10	-0.1	0.9	5	-14	23	9%	3	4
O=C(NC(NCc1ccccn1)(C(F)(F)F)C(F)(F)F)c1ccco1	0	-0.7	0.1	-2	-13	1	4%	7	1
CC(=O)C1=C(O)C(=O)N(CCc2c[nH]c3ccccc23)C1c1ccc(O)cc1 (centres undefined)	14	-1.3	4.9	-1	-8	7	4%	5	-9
CCCCN(C)C(=O)c1sc2ncn(CC)c(=O)c2c1C	-6	-0.4	0.2	1	-8	-2	7%	0	7
Nc1nc(SCC(=O)N2CCCc3ccccc32)n(-c2ccccc2)n1	4	0.1	1.4	10	10	25	1%	-6	-16
Cn1c(Cn2c(=O)sc3ccccc32)nnc1SCC(=O)N1CCCc2ccccc21	3	-2.9	-0.2	2	4	5	4%	-5	-10
C=CCn1c(N)c(C(=O)NCCC2=CCCCC2)sc1=S	-10	-0.3	-0.7	-23	12	45	2%	5	31
O=C(Cn1nnc(-c2ccccc2)n1)NCc1ccccc1	6	-3.5	-0.7	-12	0	-4	2%	4	8
O=C(Nc1ccc(Cl)c(Cl)c1)N1CCC(N2CCCCC2)CC1	8	-2.2	-0.1	6	-3	-3	3%	-2	-14
CCC(=O)N1CCc2cc(S(=O)(=O)NCCN3CCCCC3CC)ccc21 (centres undefined)	8	0.0	0.9	3	-15	0	4%	1	-4
